Bioassay records from PubChem BioAssay.
Pin1 inhibitor = blocks the human prolyl isomerase Pin1; Q13526; Pin1 FP peptide displacement, HiFluor488, 10 min; Potency, µM (doses to about 115 µM), inactives show top-dose activity, negative = inhibition, hits mostly inhibitors; actives 0.009% (n = 390,000); active means well fitted inhibition curve with a large enough effect in the polarisation, with a control signal flat, not every such curve was filed as active; inconclusive means small, poorly fitted or top-dose-only effect, or effect the other way, or a change in a side signal; inactive means no such curve, though single readings can be large or run the other way; the % refers to the polarisation; further: on the % scale 0 is the no-effect control and ±100 the full control effect
Target sequence (Q13526 whole entry, looked up): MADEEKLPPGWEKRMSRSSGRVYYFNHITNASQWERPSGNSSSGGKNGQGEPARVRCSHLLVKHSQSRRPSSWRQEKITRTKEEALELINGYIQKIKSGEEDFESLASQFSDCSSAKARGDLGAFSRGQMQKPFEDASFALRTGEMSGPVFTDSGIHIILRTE
HP1b chromo inh = HP1-beta chromodomain-methylated histone interaction inhibition; AlphaScreen HP1-beta / biotin-H3K9me3 peptide binding; Potency, µM (doses to about 114 µM), without a hit: top-dose activity change, negative = inhibition, hits mostly inhibitors; actives 0.56% (n = 390,000); P83916; AID 540317; further: nearly all actives have a fitted effect of over 70% in size; inactives centre near 23
Target sequence (P83916 whole entry, looked up): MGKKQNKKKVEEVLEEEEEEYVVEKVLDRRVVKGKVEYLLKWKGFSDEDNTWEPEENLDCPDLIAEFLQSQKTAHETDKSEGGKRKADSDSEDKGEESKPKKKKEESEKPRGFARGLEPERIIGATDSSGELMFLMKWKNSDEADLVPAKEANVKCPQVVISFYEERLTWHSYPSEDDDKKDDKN
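HP1-beta protein (50 nM final) preincubated 30 min at room temperature with biotinylated H3(1-18)K9me3 peptide (50 nM) in PBS pH 7.4, 0.01% Tween-20, then compound added for 30 min. AlphaScreen streptavidin donor/nickel chelate acceptor beads (10 ug/mL final), 30 min dark, luminescence read.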
GLS inhibitor = inhibitors of human glutaminase (GLS). Potency, µM (titrated, usually from 45.5 µM), without a hit: at the top dose activity change, negative = inhibition, actives largely listed as inhibitors. GLS enzymatic activity, qHTS titration. AID 624170. O94925. actives 0.21% (n = 410,000); further: on the % scale 0 is the no-effect control and ±100 the full control effect
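Coupled fluorescence readout: glutamate oxidase/HRP/Amplex Red detect glutamate formed by hKGA from L-glutamine (1 mM solution added). Buffer 45 mM KH2PO4 pH 8.2, 0.02% Tween-20; reads at t0 and 30 min RT.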
PGK inhibitor = T. brucei PGK inhibition. PGK/GAPDH coupled, Kinase-Glo luminescence, 60 min. actives 0.043% (n = 380,000). AID 602233. P07378. Potency, µM (highest dose often 57.5 µM), without a hit: top-dose activity change, negative = inhibition, usual class: inhibitors; further: on the % scale 0 is the no-effect control and ±100 the full control effect; nearly all actives have a fitted effect of over 60% in size
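Recombinant glycosomal PGK reaction used 1,3-bisphosphoglycerate generated in-well by GAPDH (100nM final) in 100mM TEA pH 7.6, 5mM MgCl2, 0.01% Tween-20. After 60 minutes at room temperature, ATP was read by Kinase-Glo Plus luminescence end-point.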
BAZ2B block = inhibitors of human BAZ2B bromodomain | AlphaScreen BAZ2B-H3K14Ac peptide displacement | actives 4.4% (n = 360,000) | Potency, µM (titrated, usually from 114 µM), for inactives: at the highest dose activity change, negative = inhibition, usual class: inhibitors | Q9UIF8; further: on the % scale 0 is the no-effect control and ±100 the full control effect; nearly all actives have a fitted effect of over 60% in size
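Protein-peptide AlphaScreen: BAZ2B 50 nM, b-H3K14Ac 50 nM, 1x PBS pH 7.4 + 0.01% Tween-20. Preincubation 30 min RT; cpd 30 min RT (top 110 uM); beads 20 min RT, light-protected.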
Pol iota inh = DNA polymerase iota (human) inhibition; Pol iota fluorescent replication assay, 10 min; actives 1% (n = 390,000); Potency, µM (highest dose often 115 µM), for the others: at the highest dose activity, negative = inhibition, most hits filed as inhibitors; Q9UNA4
Target sequence (Q9UNA4 whole entry, looked up): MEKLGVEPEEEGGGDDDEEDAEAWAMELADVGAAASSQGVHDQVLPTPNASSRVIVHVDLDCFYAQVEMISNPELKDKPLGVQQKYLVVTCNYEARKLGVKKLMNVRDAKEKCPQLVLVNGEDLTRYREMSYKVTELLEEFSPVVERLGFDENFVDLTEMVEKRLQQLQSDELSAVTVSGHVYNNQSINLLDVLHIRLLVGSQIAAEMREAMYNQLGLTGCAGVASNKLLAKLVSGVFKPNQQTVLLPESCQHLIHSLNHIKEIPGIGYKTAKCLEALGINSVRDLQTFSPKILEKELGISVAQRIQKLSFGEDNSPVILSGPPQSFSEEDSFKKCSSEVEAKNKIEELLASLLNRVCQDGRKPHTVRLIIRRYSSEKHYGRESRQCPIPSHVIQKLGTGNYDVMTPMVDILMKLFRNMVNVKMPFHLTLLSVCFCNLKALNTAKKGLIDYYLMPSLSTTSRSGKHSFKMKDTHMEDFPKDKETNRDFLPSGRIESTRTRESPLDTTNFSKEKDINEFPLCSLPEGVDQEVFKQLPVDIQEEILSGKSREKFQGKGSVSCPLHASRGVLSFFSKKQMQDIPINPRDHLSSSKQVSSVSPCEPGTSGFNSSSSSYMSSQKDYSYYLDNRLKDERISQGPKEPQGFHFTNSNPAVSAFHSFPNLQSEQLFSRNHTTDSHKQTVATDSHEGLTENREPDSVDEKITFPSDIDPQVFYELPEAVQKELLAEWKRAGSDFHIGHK
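Fluorescent replication assay read twice, at 0 min and 10 min after adding 50 nM (final) substrate. Enzyme (10 nM) and compounds were first incubated 15 min at room temperature; enzyme-free buffer wells were negative controls.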
BLM helicase inh = blocks DNA unwinding by human BLM helicase; P54132; recombinant BLM DNA unwinding, fluorescence dequenching; actives 0.2% (n = 350,000); Potency, µM (highest dose often 56.1 µM), without a hit: at the top dose activity change, negative = inhibition, hits mostly inhibitors;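 further: plate controls were vehicle for no effect and no enzyme for full effect; nearly all actives have a fitted effect of over 35% in size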
G9a block = G9a (human) methyltransferase inhibition; actives 8.8% (n = 350,000); Q96KQ7; G9a H3K9 monomethylation, AlphaScreen, 2 h; AID 504332; Potency, µM (titrated, usually from 102 µM), for the others: top-dose activity, negative = inhibition, actives largely listed as inhibitors; further: on the % scale 0 is the no-effect control and ±100 the full control effect; nearly all actives have a fitted effect of over 75% in size
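G9a (20 nM) preincubated 15 min RT with compounds, then 500 nM biotinylated H3K9 peptide and 20 uM SAM added; 2 h RT reaction. Monomethyl-H3K9 product detected by AlphaScreen with anti-H3K9me1 antibody, streptavidin donor and anti-rabbit IgG acceptor beads.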
JMJD2A Tudor = inhibitors of human JMJD2A Tudor domain | Potency, µM (doses to about 114 µM), for inactives: at the top dose activity change, negative = inhibition, usual class: inhibitors | AlphaScreen JMJD2A-Tudor / H3K4me3 peptide binding | actives 4.4% (n = 390,000) | O75164; further: on the % scale 0 is the no-effect control and ±100 the full control effect; nearly all actives have a fitted effect of over 50% in size
* hit, by the source's call; i = inactive; ? = inconclusive; · = not tested or not shown; [ ] = dose if it differs, or a comment. Unless noted, the call rests on the fitted dose curve; in most records, active means well fitted curve in the direction sought with a large enough effect; inconclusive means small, poorly fitted or top-dose-only effect, or another doubt; inactive means no such curve, though single readings can be large; an effect the other way counts as inactive or inconclusive. Potency means the concentration at half of the fitted maximal effect. Some of the compounds tested; count on the stated rates, not on these rows.

SMILES	Pin1 inhibitor	HP1b chromo inh	GLS inhibitor	PGK inhibitor	BAZ2B block	Pol iota inh	BLM helicase inh	G9a block	JMJD2A Tudor
Cc1cc2c(ncn2Cc2ccccc2)c(NS(C)(=O)=O)c1C	-4%	19%	16%	-2%	6%	3%	-2%	?	-18%
COc1ccccc1C1C2=C(N=c3s/c(=C/c4cccc(OCC(=O)O)c4)c(=O)n31)c1ccccc1CC2 (stereo unspecified)	?	?	18%	3%	50µM*	?	-12%	14µM*	35µM*
Clc1cccc(OCCCCCN2CCOCC2)c1	-9%	12%	-6%	-3%	4%	25%	1%	·	-13%
O=C(CSCC(=O)N1CCCCC1)Nc1nc(-c2cccs2)cs1	1%	35%	-1%	-3%	-25%	10%	-3%	-42%	-23%
O=C(NC1CCN(C(=O)c2ccccc2Br)CC1)c1ccccc1	2%	20%	-8%	-1%	0%	13%	0%	-1%[12.7 µM]	2%
CCOC(=O)C1CCCN(C(=S)NC(=O)c2cc(Br)ccc2Cl)C1 (stereo unspecified)	9%	25%	4%	-1%	11%	15%	·	7%	-7%
CCCCCn1c(=O)[nH]c2cc(C(=O)NCCCN3CCC(C)CC3)ccc2c1=O	2%	27%	-7%	5%	-1%	32%[activator]	2%	7%[2.33 µM]	-9%
COc1cc(NC(=O)c2cccs2)c(OC)cc1NC(=O)CCn1nnc2ccccc21	2%	23%	0%	i	-33%	-5%	-2%	11%	-25%
Cc1cc(C(=O)N/N=C/c2ccccc2Br)no1	0%	35%	14%	-6%	2%	7%	-2%	-12%[59 µM]	-6%
CCCCN(C(=O)CCC(=O)O)C1CC(=O)N(c2ccc(OCCC)cc2)C1=O (stereo unspecified)	0%	18%	-1%	i	-3%	-2%	0%	-1%[12.7 µM]	2%
Cc1c(C(=O)N2CC(C)OC(C)C2)oc2ccccc12 (stereo unspecified)	1%	21%	5%	5%	12%	9%[58.9 µM]	1%	10%[12.7 µM]	0%
O=C(N/N=C/c1ccco1)C1CC(=O)N(c2ccccc2)C1 (stereo unspecified)	-3%	15%	3%	1%	-11%	31%[activator]	-1%	3%	-19%
COc1ccc(CN(CC(=O)NCc2ccc(F)cc2)C(=O)CCC(=O)Nc2nccs2)cc1	-5%	-25%	0%	-6%	4%	?	0%	-4%[59 µM]	-14%
CCOC(=O)c1c(NC(=O)CSc2nnc(CNc3ccc(F)cc3)o2)sc(C)c1C	1%	-6%	14%	6%	-38%	0%	-11%	-7%[59 µM]	-33%
COc1ccccc1N1C(=O)c2ccc(C(=O)Nc3cccc(C(C)=O)c3)cc2C1=O	64%[activator]	27%	1%	-5%	5%	7%	-8%	8%[2.33 µM]	-15%
O=C(CN1C(=O)NC2(CCc3ccccc32)C1=O)NCC(F)(F)F (stereo unspecified)	3%	10%	-8%	-11%	7%	13%	0%	17%	-18%
CC1CCN(S(=O)(=O)c2ccc3nc(Nc4cccc(C(F)(F)F)c4)ccc3c2)CC1	?	42%[activator]	-6%	i	-4%	13%	-14%	10%[59 µM]	0%
O=C(CCCN1C(=O)c2cccc3cccc(c23)C1=O)N1CCN(c2ncccn2)CC1	5%	39%	0%	·	-9%	5%	-2%	·	-2%
Cc1cccc(-n2ncc3c2CCCC3NC(=O)C2(C(N)=O)CC2)c1C (stereo unspecified)	2%	19%	16%	-1%	-2%	17%	1%	30%	-14%
CC(c1ccc(O)cc1)(c1ccc(O)cc1)c1ccc(CCBr)cc1	?	4%	17%	0%	?	-11%	-9%	79µM*	-33%
COc1ccc(-c2noc(N3CCC(C(=O)Nc4cc(OC)c(OC)c(OC)c4)CC3)n2)cc1	-12%	80%[activator]	-4%	i	-1%	10%	-3%	-2%	-4%
Cc1cccc(/C=N/NC(=O)c2cc(Br)ccc2O)n1	4%	33%	-1%	-4%	5%	88%[activator]	0%	44%[0.501 µM]	-18%
COc1cccc(C(=O)Nc2c(C(=O)c3ccc(F)cc3)oc3ccccc23)c1	-13%	25%	8%	5%	-12%	-7%	-1%	5%[59 µM]	1%
Cc1nn(Cc2ccccc2Cl)c(C)c1NC(=O)c1noc(C(C)C)c1[N+](=O)[O-]	-2%	6%	3%	0%	-19%	-13%	-3%	-7%	-15%
Cc1ccc(-n2ncc3c(N4CCN(c5ccc(F)cc5)CC4)ncnc32)cc1	-7%	53%[activator]	2%	-3%	-1%	-7%	1%	-6%[59 µM]	6%

Record cards (already shown). Order of values: Pin1 inhibitor	HP1b chromo inh	GLS inhibitor	PGK inhibitor	BAZ2B block	Pol iota inh	BLM helicase inh	G9a block	JMJD2A Tudor
`COc1cccc(C(=O)Nc2c(C(=O)c3ccc(F)cc3)oc3ccccc23)c1` is listed with -13%	25%	8%	5%	-12%	-7%	-1%	5%[59 µM]	1%
`CCCCN(C(=O)CCC(=O)O)C1CC(=O)N(c2ccc(OCCC)cc2)C1=O` (stereo unspecified) is listed with 0%	18%	-1%	i	-3%	-2%	0%	-1%[12.7 µM]	2%
`CC1CCN(S(=O)(=O)c2ccc3nc(Nc4cccc(C(F)(F)F)c4)ccc3c2)CC1` is listed with ?	42%[activator]	-6%	i	-4%	13%	-14%	10%[59 µM]	0%
`CCCCCn1c(=O)[nH]c2cc(C(=O)NCCCN3CCC(C)CC3)ccc2c1=O` is listed with 2%	27%	-7%	5%	-1%	32%[activator]	2%	7%[2.33 µM]	-9%
`CCOC(=O)C1CCCN(C(=S)NC(=O)c2cc(Br)ccc2Cl)C1` (stereo unspecified) is listed with 9%	25%	4%	-1%	11%	15%	·	7%	-7%

Next records:
SMILES	Pin1 inhibitor	HP1b chromo inh	GLS inhibitor	PGK inhibitor	BAZ2B block	Pol iota inh	BLM helicase inh	G9a block	JMJD2A Tudor
COc1ccc(CN2C(=O)NC3(CCCCC3)C2=O)cc1F	-7%	35%	0%	-8%	3%	0%	-17%	-3%[59 µM]	-2%
C=CCNC(=O)/C(C#N)=C\c1cc(Cl)c(OCC)c(OC)c1	-1%	20%	-21%	i	0%	10%	2%	-11%	0%
COC(=O)c1nnn(-c2cc(Cl)cc(Cl)c2)c1C(=O)OC	8%	39%[activator]	0%	1%	-2%	29%	-4%	26%	0%
CCCSc1ncc(Cl)c(C(=O)Nc2ccc(S(=O)(=O)N3CC(C)OC(C)C3)cc2)n1 (stereo unspecified)	13%	28%	-1%	-3%	-7%	3%	-8%	-2%[12.7 µM]	-24%
O=C(Cn1c(=O)c2sccc2n(Cc2ccc([N+](=O)[O-])cc2)c1=O)NCCc1ccccc1	6%	-18%	8%	-3%	3%	-15%	-1%	42%[59 µM]	-15%
CCOC(=O)c1cnc2c(C(F)(F)F)cccc2c1NCCCN1CCOCC1	-8%	43%[activator]	-7%	i	-17%	38%	-13%	-47%	-1%
CC(=O)C1=C(O)C(=O)N(c2ccc(O)cc2)C1c1ccc(Cl)cc1 (stereo unspecified)	-2%	11%	1%	0%	-19%	2%	-1%	71µM*	-25%
CN(C(=O)c1ccco1)c1nnc(C23CC4CC(CC(C4)C2)C3)s1	26%	31%	6%	i	-20%	30%[activator]	-15%	?	-6%
Cn1c2c(c(=O)n(C)c1=O)CN(CCCN1CCOCC1)CN2	-8%	15%	3%	i	-2%	-5%	-2%	-34%[12.7 µM]	-18%
CC(C)(C)OC(=O)N[C@@H](C(=O)OC(C)(C)C)c1ccc(C(F)(F)F)cc1	-1%	56%[activator]	-1%	-2%	6%	11%	·	-4%[0.501 µM]	1%
Cc1ccccc1-c1nnn(CC(=O)NC(=O)NC2CCCC2)n1	-1%	34%	-4%	4%	·	6%	·	·	-9%
Cc1cc(C)cc(OCC(=O)Nc2ccc(N3CCN(S(C)(=O)=O)CC3)cc2)c1	5%	13%	0%	-3%	12%	9%	2%	-33%	-20%
CCCCC(=O)Nc1cccc(NC(=O)c2cccc(Br)c2)c1	3%	36%[activator]	3%	0%	-10%	1%	4%	9%	7%
CC(C)=N/N=c1\scc(C)n1Cc1ccco1	7%	-6%	-7%	-6%	-39%	3%	-2%	-49%	-30%
Cc1ccc(C(C)C)c(OCCn2cc(C(=O)c3ccco3)c3ccccc32)c1	-1%	8%	-5%	-7%	-23%	-13%	-10%	-1%[59 µM]	-26%
O=[N+]([O-])c1ccccc1CCc1cnc(Cl)s1	-11%	49%[activator]	-1%	i	-13%	-3%	-3%	8%	-10%
COCCn1c(=NC(=O)c2ccc3c(c2)OCCO3)sc2cc(C(=O)OC)ccc21	-2%	26%[57 µM]	-1%	-5%	1%	10%	-7%	6%[59 µM]	2%
CN(CC(=O)Nc1c(Cl)cccc1Cl)C(=O)CCC1CCCC1	0%	18%	0%	8%	2%	39%[activator]	-5%	·	-6%
O=C(CCC1N=C2c3ccccc3N=C(SCc3cccc(F)c3)N2C1=O)NCCc1ccccc1 (stereo unspecified)	?	36%	7%	7%	-11%	-1%	-10%	-3%[59 µM]	-32%
COCCNC(=O)COc1ncnc2ccc(Br)cc12	-2%	38%	1%	i	6%	-8%	1%	?	5%
O=C(c1cc(S(=O)(=O)N2CCOCC2)ccc1F)N(Cc1nnc(-c2ccccc2Cl)o1)C1CC1	-5%	14%	3%	-11%	4%	40%[activator]	·	?	-19%
O=C(CN1CCN(S(=O)(=O)c2ccc(F)cc2)CC1)N1CCOCC1	0%	30%	-9%	0%	-21%	32%[activator]	-1%	7%	0%
Cc1nn(C)c2c1c(-c1ccccc1)cc(=O)n2CC(=O)Nc1ccccc1C(F)(F)F	5%	28%	-2%	-4%	-1%	14%	-9%	0%[59 µM]	-12%
CCOc1ccc(NC(=O)Cn2sc3nc(C)cc(C)c3c2=O)cc1	10%	5.6µM*	?	0%	-37%	?	-1%	0.28µM*	0.89µM*
COc1ccc(C(=O)C(CN2CCOCC2)c2ccccc2)cc1F (stereo unspecified)	-5%	33%	-7%	-4%	?	?	-4%	10%[59 µM]	-5%
CC(NC(=O)COc1cccnc1[N+](=O)[O-])c1ccc(Cl)cc1Cl (stereo unspecified)	-2%	13%	-8%	i	4%	21%	-3%	-8%[2.33 µM]	-23%
Cc1ccc(/C=N/NC(=O)c2ccccn2)o1	4%	36%	3%	-6%	-2%	17%	6%	?	-13%
